High-throughput results from PubChem.
TEAD-YAP inh: TEAD-YAP interaction inhibition | HEK-TIYL cells, TEAD-Gal4/YAP UAS-luciferase luminescence | inhibition, % at 9.12 µM | AID 1259422 | 640,000 compounds, 1.4% hits; in the data active means inhibition above about 32%;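 further: 0% = median of test compound wells and 100% = reference inhibitor wells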
MITF inh: human MITF inhibition, primary screen; O75030; AlphaScreen MITF homodimerization, bead proximity signal; inhibition, % at 2.6 µM; 650,000 compounds, 0.91% hits; AID 1259374; in the data active means inhibition above about 50%;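 further: 0% = vehicle wells with protein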
Target sequence (O75030 whole entry, looked up): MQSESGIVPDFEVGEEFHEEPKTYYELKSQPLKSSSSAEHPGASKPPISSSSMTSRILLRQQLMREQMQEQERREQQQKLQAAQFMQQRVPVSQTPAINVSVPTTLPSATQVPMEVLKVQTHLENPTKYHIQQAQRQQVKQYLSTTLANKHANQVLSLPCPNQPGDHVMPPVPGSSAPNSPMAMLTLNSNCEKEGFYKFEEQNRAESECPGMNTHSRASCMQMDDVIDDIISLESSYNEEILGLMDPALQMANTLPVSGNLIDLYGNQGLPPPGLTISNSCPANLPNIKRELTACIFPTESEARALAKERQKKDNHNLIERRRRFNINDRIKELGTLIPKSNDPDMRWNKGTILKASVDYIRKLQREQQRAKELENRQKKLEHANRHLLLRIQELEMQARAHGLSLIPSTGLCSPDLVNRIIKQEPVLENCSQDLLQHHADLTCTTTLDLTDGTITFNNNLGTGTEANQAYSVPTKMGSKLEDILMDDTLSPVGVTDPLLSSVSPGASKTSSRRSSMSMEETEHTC
FBW7 activator: activators of human E3 ligase FBW7. Q969H0. AlphaScreen FBW7–phospho-cyclin E peptide binding, activator screen. normalized activity (activation), % at 26.1 µM. 650,000 compounds, 0.13% hits. AID 1259310; in the data active means normalized activity above about 1.9%;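 further: purified mutant Fbw7 with reduced substrate affinity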
GPR151 ag: human GPR151 activation | Q8TDV0 | PathHunter beta-arrestin GPR151 cells, luminescence | activation, % at 11.2 µM | 650,000 compounds, 1% hits; in the data active means activation above about 4.9%;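 further: 0% = median of compound wells and 100% = cells with positive control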
Target sequence (Q8TDV0 whole entry, looked up): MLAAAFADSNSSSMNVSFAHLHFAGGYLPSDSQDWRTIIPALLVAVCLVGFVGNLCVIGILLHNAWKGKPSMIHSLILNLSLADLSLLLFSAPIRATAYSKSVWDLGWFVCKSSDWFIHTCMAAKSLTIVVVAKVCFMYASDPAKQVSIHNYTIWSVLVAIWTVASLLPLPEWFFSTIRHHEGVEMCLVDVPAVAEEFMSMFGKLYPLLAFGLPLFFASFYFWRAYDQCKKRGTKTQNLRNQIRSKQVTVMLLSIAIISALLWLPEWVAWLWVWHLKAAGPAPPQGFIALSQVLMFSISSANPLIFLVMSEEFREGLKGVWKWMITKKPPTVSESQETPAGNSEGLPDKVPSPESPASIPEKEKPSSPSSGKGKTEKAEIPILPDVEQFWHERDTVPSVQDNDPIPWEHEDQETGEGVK
Numbers without * were called inactive.

The line under a structure holds: TEAD-YAP inh	MITF inh	FBW7 activator	GPR151 ag
Cc1ccc([N+](=O)[O-])cc1S(=O)(=O)N1CCN(Cc2ccccc2)CC1
→ 5	3	-0.2	2.6
Nc1c(-c2ccccc2)c(CN2CCOCC2)nn1-c1cccc([N+](=O)[O-])c1
→ -6	-11	-0.2	1.1
O=C(CSc1nc2ccc(NC(=O)c3ccc(Cl)cc3)cc2s1)c1ccc(Br)cc1
→ -18	6	-0.1	-0.4
Cc1ccoc1C(=O)NCCCNC(=O)c1occc1C
→ -10	-1	-0.1	0.9
Cc1ccc(N2C(=O)CSC23C(=O)Nc2ccccc23)cc1Cl (stereo not given)
→ 6	12	-1.9	0.5
Cc1ccc(Oc2ccc3c(c2)C(=O)N(CC2CCCO2)C3=O)cc1C (stereo not given)
→ -7	2	0.0	-0.4
CC12CN(C(=O)c3ccccc3)CC(C)(CN(C(=O)c3ccccc3)C1)C2=O
→ 8	13	0.1	-0.1
Cc1nc(N2CCCC(C)C2)c2c(C)c(C)sc2n1 (stereo not given)
→ 1	-3	-0.1	0.9
Cc1cc(C)c(C(=O)c2ccc(C(=O)NNC(=O)c3ccccc3)cc2)c(C)c1
→ 3	4	-0.1	-1.1
O=C1CC(N2CCC(O)(c3ccc(Cl)cc3)CC2)C(=O)N1 (stereo not given)
→ -1	4	0.0	0.0
O=C(COc1ccc(Cl)cc1)Nc1nnc(S(=O)(=O)NCc2ccccc2)s1
→ 0	6	0.3	0.8
CCOc1ccc(/C=N/Nc2ncc(Br)cn2)c(O)c1
→ -48	42	-0.6	-1.0
Cc1cc(NCCO)nc(Nc2ccccc2)n1
→ -21	-8	-0.1	-0.7
O=C(CCC1CCCCC1)NCCCn1ccnc1
→ -8	20	0.1	-1.7
NC(=O)NC(=O)CSc1nnc(Nc2ccc(Oc3ccccc3)cc2)s1
→ 5	6	0.2	2.9
CCOc1cccc(/C=N/NS(=O)(=O)c2ccc(Br)cc2)c1O
→ -1	-8	0.2	-0.2
COc1ccc(CN2CCC(n3nccc3NC(=O)c3ccccc3C)CC2)cc1
→ 5	1	0.1	-3.2
COc1ccc(OC)c(-c2cc(C3CCN(c4cc(Cl)nc(N)n4)CC3)[nH]n2)c1
→ 2	-3	-0.2	1.8
O=C(CN1CCC(C(=O)c2ccc(F)cc2)CC1)NCc1ccc(F)cc1
→ -9	19	0.1	-0.9
COc1cc(Nc2nc(Nc3ccc(N4CCOCC4)cc3)c3ncn(Cc4ccc(C(F)(F)F)cc4)c3n2)cc(OC)c1OC
→ 2	2	-0.2	0.6
CCOC(=O)N1CCN(S(=O)(=O)c2ccc(C(=O)Nc3ccc(F)cc3)cc2)CC1
→ 41*	4	0.0	0.3
CC(=O)c1ccc(N2CCN(C(=O)Cn3nnc(-c4ccc(Cl)cc4)n3)CC2)cc1
→ 1	-2	-0.1	1.8
Cc1cccc(Nc2ccc(N3CCN(C(=O)c4ccco4)CC3)nn2)n1
→ -3	2	0.1	0.6
COC(=O)c1ccc2c(=O)n(CC3CCCO3)c(SCC(=O)Nc3ccc(OC)cc3OC)nc2c1 (stereo not given)
→ -5	-13	-0.1	0.2
CCOC(=O)c1cnc2ccc(C(=O)OC)cc2c1NCCCO
→ -10	5	-0.3	0.5
O=C(CC1(O)C(=O)Nc2ccc(Cl)cc21)c1ccc(Cl)cc1 (stereo not given)
→ 17	7	0.1	1.0
NNC(=O)c1ccc(S(=O)(=O)N2CCCC2)cc1
→ -8	17	-0.1	-2.4
Cc1ccc(CC(=O)N(C)Cc2ccccc2)cc1
→ -8	-5	0.4	0.2
CCCNC(=O)c1ccc2c(c1)ncn2-c1ccc(C(C)C)cc1
→ 10	7	0.1	-0.8
CN(CC(=O)Nc1ccc(Cl)cc1)C(=O)CCl
→ 71*	-13	-0.1	0.2
CCOC(=O)N1CCC(n2c(SCC(=O)Nc3cc(C)on3)nc3ccsc3c2=O)CC1
→ 0	20	0.1	0.4
COc1ccccc1N1C(=O)c2ccc(C(=O)OCC(=O)c3ccccc3)cc2C1=O
→ 8	8	0.2	0.1
COc1cccc(C2NC(C(=O)O)CS2)c1 (stereo not given)
→ 3	21	0.7	-1.2
O=[N+]([O-])c1ccc(N2CCCN(S(=O)(=O)c3ccc(Cl)cc3)CC2)nc1
→ -4	-3	-0.2	-0.4
CC(=O)Nc1ccc(S(=O)(=O)N2CCN(Cc3ccc(F)cc3)CC2)cc1
→ -1	12	-0.1	-0.4
Cc1ccc(CNc2nc3ccc(Cl)cc3n3nnnc23)cc1
→ 0	-8	0.1	-0.2
COc1ccc(OC)c(NC(=O)c2sc3nc4c(C)cccc4cc3c2N)c1
→ 11	6	0.0	0.4
O=C(O)C1CCN(S(=O)(=O)c2ccc([N+](=O)[O-])cc2)CC1
→ 6	-5	0.4	4.1
O=C(Nc1nnc(S(=O)(=O)N2CCOCC2)s1)c1ccccc1F
→ 5	-3	-0.1	0.8
CCC(=O)c1ccc(OCCCN2CCN(C)CC2)cc1
→ -2	2	0.0	1.2
O=C1OC(c2ccccc2)=N/C1=C\c1ccccc1C(F)(F)F
→ 8	2	-0.1	-0.4
COc1cc(/C=N/n2c(COc3ccccc3)n[nH]c2=S)cc(OC)c1OC
→ -23	8	0.2	0.0
N#Cc1ccc(COC(=O)c2cc3ccccc3c(=O)[nH]2)cc1
→ -13	-1	0.1	1.3
CCC(C)c1ccccc1OCCCNCCCOC (stereo not given)
→ 1	60*	-0.1	0.5
C(=N\Nc1ncnc2sc(-c3ccccc3)cc12)/c1ccncc1
→ -19	-7	-0.2	0.2
Cc1noc(C)c1COc1ccc(C(=O)OCC(=O)NC(=O)NC2CCCCC2)cc1
→ 12	4	0.1	1.3
CCOc1ccc(C(=O)Nc2ccc(N(C)C(C)=O)cc2)cc1
→ -4	16	0.0	-2.1
Cc1ccc(C)c(N2CCN(C(=O)CN3C(=O)C4C5C=CC(C5)C4C3=O)CC2)c1 (stereo not given)
→ 8	11	-0.1	0.1
CCC(C)OC(=O)C1=C(C)NC2=C(C(=O)CC(c3ccc(Cl)cc3)C2)C1c1cccc(OC)c1OC (stereo not given)
→ 2	-9	0.9	-0.5
CC1=CC(C)(C)N(S(C)(=O)=O)c2ccc(OS(C)(=O)=O)cc21
→ 1	7	0.1	0.8
Cc1ccc2cc(CN(CCO)C(=O)c3ccccc3)c(=O)[nH]c2c1C
→ -7	-4	0.0	0.1
Cc1ccc2c(c1)N(Cc1ccc(C(F)(F)F)nc1)C(=O)C(C)O2 (stereo not given)
→ 4	-22	0.1	2.6
COc1ccccc1N1C(=O)NC(=O)/C(=C/c2cc(OC)c(O)c(OC)c2)C1=O
→ 8	-3	-0.4	0.4
Cc1cccc(C)c1NC(=O)CSc1nc2c(c(=O)n(C)c(=O)n2C)n1C
→ -2	8	0.4	-1.0
CCc1ccc(OCC(=O)Nc2ccc([N+](=O)[O-])cc2)cc1
→ -7	1	-0.2	0.5
COc1ccccc1N1CCN(C(=O)CCCOc2cc(=O)n(C)c3ccccc23)CC1
→ 14	-4	0.2	-0.4
COc1ccc2c(c1)C(c1ccc(N3CCOCC3)cc1)=NNC(c1ccco1)=N2
→ -9	8	0.2	0.4
COc1cccc(C(=O)Nc2nnc(-c3ccc(Cl)cc3Cl)s2)c1OC
→ -2	2	-0.1	1.7
COC(=O)c1ccc(NC(=O)COC(=O)c2nc3nccc(C)n3n2)cc1
→ 4	-5	-0.2	-1.6
COc1ccc(S(=O)(=O)N2CCN(C(C)=O)CC2)cc1
→ -2	-11	0.1	-2.3

Going on with the list.
The line under a structure holds: TEAD-YAP inh	MITF inh	FBW7 activator	GPR151 ag
CC(C)(C)c1ccc(S(=O)(=O)c2nnn(CC(=O)Nc3ccc(Cl)cc3)c2N)cc1
→ -11	-3	-0.1	-0.5
O=C1NC(=O)C(CCCc2ccccc2)(C2CCN(CC(O)CO)CC2)N1 (stereo not given)
→ -1	6	0.3	-1.1
Cc1cc(F)ccc1S(=O)(=O)Nc1ccccc1C(=O)Nc1ncn[nH]1
→ -1	-16	0.0	1.3
O=C(COc1ccc(S(=O)(=O)N2CCCC2)cc1[N+](=O)[O-])NC1CC1
→ 4	6	0.1	-0.1
O=C(CCNC(=O)c1ccc([N+](=O)[O-])cc1)OCC(=O)c1ccc2c(c1)-c1ccccc1C2
→ -5	14	0.3	-2.1
Cc1ccccc1CN1C2=NCCN2c2ccccc21
→ 4	-1	-0.1	1.2
O=C(NC1CC1)C1c2ccccc2C(=O)N2CCc3ccccc3C12 (stereo not given)
→ 4	-6	0.5	-0.3
Cc1ncc(COP(=O)(O)O)c(/C=N/NC(=O)c2cccc(Br)c2)c1O
→ -5	3	-0.7	-0.7
CC1(C)Cc2c(ccc3ccccc23)C2=CC(=O)C(=O)N21
→ -10	-4	-0.1	0.5
Cc1ccc(CCN2CC(C(=O)NCc3ccc(C)cc3)CC2=O)cc1 (stereo not given)
→ 11	5	-0.1	0.2
CCSc1ccccc1C(=O)Nc1cc(S(=O)(=O)N(CC)CC)ccc1OC
→ -16	17	0.2	-0.2
Cc1ccc(-c2ccc(=O)n(CC(=O)Nc3cccc(C(F)(F)F)c3)n2)cc1
→ 3	13	0.0	1.2
COc1cccc(-c2nc3n(n2)C(c2cc(OC)c(OC)c(OC)c2)C2=C(CC(C)(C)CC2=O)N3)c1 (stereo not given)
→ -2	2	-0.1	0.1
CC(Cc1ccccn1)NC(=O)CCc1nnc(C2CCCCC2)o1 (stereo not given)
→ -4	3	-0.1	0.4
O=C(Nc1ccccc1C(F)(F)F)c1ccc(F)c(S(=O)(=O)NC2CCCCC2)c1
→ -7	14	0.0	-0.1
CCN(c1ccccc1)c1nc2ccccc2n2cnnc12
→ -2	5	-0.1	1.0
O=C1CSC(=Nc2ccc(I)cc2)N1
→ 8	-6	-0.2	1.1
COC(=O)c1ccc(NC(=O)CSc2nnc(-c3ccco3)n2C)cc1
→ 6	-9	0.0	-0.4
CC(=O)N1CCN(c2c3c(nc4c(-c5ccccc5)c(C)nn24)CCC3)CC1
→ 8	3	0.0	-0.3
Cc1ccccc1-c1nc(CN2CCC(C(=O)N3CCN(C)CC3)CC2)c(C)o1
→ -10	20	0.7	0.6
O=C(O)CCc1nn2c3ccccc3n(CCN3CCCCC3)c2nc1=O
→ -3	16	0.8	1.7
CCc1ccc(NS(=O)(=O)c2ccc3[nH]cc(C(=O)N4CCCCC4)c(=O)c3c2)cc1
→ -1	-5	-0.4	0.0
CC(=O)Oc1ccc2c(c1)oc(=O)c1ccccc12
→ -8	-2	0.3	-0.3
FC(F)(F)Oc1ccc(Cn2c(COc3ccc(Cl)cc3Cl)nc3ccccc32)cc1
→ 2	-7	-0.1	0.1
CCN(Cc1ccccc1)S(=O)(=O)c1ccc(F)c(C(=O)Nc2ccc(C)cc2)c1
→ -17	11	-0.1	-1.1
CC(C)Sc1nc(-c2ccc([N+](=O)[O-])cc2)nc2c1c(=O)n(C)c(=O)n2C
→ -9	2	0.0	0.5
Cc1ccccc1NC(=O)CC1SC(=Nc2ccc(O)cc2)NC1=O (stereo not given)
→ -6	-2	0.4	-0.8
COc1cc2c(cc1O)C(Cc1cc(OC)c(OC)cc1Br)N(C)CC2 (stereo not given)
→ 10	5	0.1	-0.8
O=C(Nc1ccccc1F)N1CCC(O)(c2ccc3c(c2)OCO3)CC1
→ -6	9	-0.1	0.3
CCOC(=O)c1cnc2c(C(F)(F)F)cccc2c1N1CCN(C)CC1
→ -10	12	0.3	-0.8

Some of the entries so far, bar-delimited.
SMILES | TEAD-YAP inh | MITF inh | FBW7 activator | GPR151 ag
COc1cccc(C(=O)Nc2nnc(-c3ccc(Cl)cc3Cl)s2)c1OC | -2 | 2 | -0.1 | 1.7
Cc1cc(NCCO)nc(Nc2ccccc2)n1 | -21 | -8 | -0.1 | -0.7

Record cards (already shown):
Shown for `CC1(C)Cc2c(ccc3ccccc23)C2=CC(=O)C(=O)N21` : TEAD-YAP inh = -10; MITF inh = -4; FBW7 activator = -0.1; GPR151 ag = 0.5
Shown for `COc1ccc(S(=O)(=O)N2CCN(C(C)=O)CC2)cc1` : TEAD-YAP inh = -2; MITF inh = -11; FBW7 activator = 0.1; GPR151 ag = -2.3
Shown for `O=C(COc1ccc(S(=O)(=O)N2CCCC2)cc1[N+](=O)[O-])NC1CC1` : TEAD-YAP inh = 4; MITF inh = 6; FBW7 activator = 0.1; GPR151 ag = -0.1

Other records:
The line under a structure holds: TEAD-YAP inh	MITF inh	FBW7 activator	GPR151 ag
CC1=C(C(=O)Nc2ccccc2C)C(c2ccco2)C(C#N)=C(SCC(=O)Nc2ccc3ccccc3c2)N1 (stereo not given)
→ 3	-20	0.1	-0.4
COc1cc(N2C(=O)c3ccc(F)cc3C2=O)cc(OC)c1OC
→ -2	25	0.1	-0.7
CCOc1ccc(-n2c(SCC(N)=O)nc3c(oc4ccccc43)c2=O)cc1
→ 13	7	-0.2	1.1
CN(C(=O)Cc1ccccc1)c1ccccc1[N+](=O)[O-]
→ 4	-4	-0.1	-0.6
O=C(O)C(C(=O)O)C1c2ccccc2Sc2ccccc21
→ 15	3	0.8	-0.9
CC(C)Cn1c(SCC(=O)NC2CCCc3ccccc32)nc(O)cc1=O (stereo not given)
→ 4	0	0.0	1.0
CCCCNC(=O)/C(=C/c1ccco1)NC(=O)c1ccc(I)cc1
→ 15	14	0.1	0.9
O=C(O)CCCCCN1C(=O)/C(=C/c2ccc3c(c2)OCO3)SC1=S
→ 44*	0	0.0	-1.0
O=C(NCc1ccco1)C(=O)NCC(c1ccc2c(c1)OCO2)N1CCOCC1 (stereo not given)
→ 6	10	0.7	-0.1
COc1ccc(-c2nc3ccc(C(=O)NCCN(C)C)cc3nc2-c2ccc(OC)c(OC)c2)cc1OC
→ -12	18	-0.2	2.4
O=C(O)c1ccc(NS(=O)(=O)c2ccccc2)cc1
→ 4	0	0.3	-1.3

Compounds were not picked by outcome; overall some 3.4% were active at least once.
